# Ba/F3 V617F tox: lowers viability of Ba/F3 cells expressing EpoR and JAK2V617F; inhibition, % at 5.6 µM; ATP luminescence; 1.1% of 220,000 active;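 active = inhibition above the campaign mean plus 3 SD over all tested compounds, cut at about 24% in these data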;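 also: cytokine-independent growth of Ba/F3 cells driven by EpoR plus mutant JAK2; 0% = DMSO-treated cells and 100% = JAK inhibitor I control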
# BaF3 parental: counter-screen for JAK2V617F inhibitors: parental Ba/F3 viability inhibitors | CellTiter-Glo ATP luminescence | inhibition, % at 5.6 µM | 1.1% of 220,000 active | AID 1486;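 active = inhibition above a per-campaign cutoff, the mean inhibition of all tested compounds plus 3 SD, cut at about 27% in these data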;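 also: 0% = DMSO wells and 100% = JAK Inhibitor I control wells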
# MDM2 E3 inh: Mdm2 E3 ligase (human) inhibition; Q00987; signal enhancement, % at 5 µM; 0.11% of 210,000 active; AID 1230; cell-based MDM2 ubiquitination luciferase reporter, 2 h; 0 = plate control, 100 = twice control, blank-subtracted;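 active = signal enhancement of 30% or more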;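 also: luminescence tracks abundance of the self-degrading MDM2-luciferase fusion protein; higher signal means inhibition of MDM2 E3 ligase activity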
#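 test system = mammalian cells stably expressing self-ubiquitinating, self-degrading MDM2 E3–luciferase fusion | quantity = 2000 cells/well | incubation = cell settling 4 h, compound treatment 2 h, both 37 °C | signal = luminescence with SteadyLite reagent, 15 min at room temperature | evaluation = % enhancement relative to plate controls after blank subtraction | benchmarks = plate controls and plate blanks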
# S1P4 antagonist: human S1P4 receptor antagonism; O95977; S1P4-expressing cells, antagonist mode, reporter read-out; inhibition, % at 4.98 µM; 0.26% of 220,000 active; AID 1510; in the data active = inhibition above about 29%;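 also: 0% = wells stimulated with agonist and 100% = vehicle wells without agonist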
# NPY2 pot ag: potentiators or agonists of human neuropeptide Y receptor Y2 | 0.45% of 220,000 active | AID 1359 | cells expressing NPY-Y2, potentiator/agonist read-out | activation, % at 3.6 µM; in the data active = activation above about 27%;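 also: cells stimulated with NPY near EC25 plus isoproterenol at EC100; 0% = vehicle plus submaximal agonist and 100% = vehicle plus saturating agonist; some results beyond the cut were filed as inactive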
# eIF4E 4G PPI: blocks eIF4E binding to eIF4G; P63073+Q04637; inhibition, % at 21.7 µM; 0.37% of 220,000 active; AID 782; TR-FRET eIF4E-eIF4GI(517-606) binding, 2 h;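 active = inhibition above about 30%, limit read from the data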;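 also: 0% = full FRET control wells and 100% = background wells lacking eIF4GI fragment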
# PERK inh: human PERK inhibition, primary cell-based screen; 0.17% of 220,000 active; inhibition, % at 5.6 µM; Q9NZJ5; CHO PERK-DD fusion, SEAP luminescence translation reporter; AID 1416;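 active = inhibition above the mean inhibition of all tested compounds plus 3 SD, set separately per screening campaign, cut at about 2.9% in these data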;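 also: PERK kinase domain activated by AP20187 dimerizer at 100 nM; 0% = DMSO with dimerizer and 100% = rapamycin at 8.4 µM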
# Wee1 stabilizer: human Wee1 degradation inhibition, primary screen; 1.2% of 220,000 active; P30291; reporter increase, % at 5 µM; HeLa Luc-Wee1K328M stability, luciferase luminescence; 100% = proteasome inhibitor MG132 effect;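 active = activation above the mean of all tested compounds plus 3 SD, set per screening run, cut at about 8.8% in these data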;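 also: cells exposed to compound for 20 h before luminescence read; 0% = DMSO alone and 100% = MG132 at 30 µM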
# S1P4 agonist: activates the human S1P4 receptor; S1P4-expressing cell line, agonist reporter assay; activation, % at 4.98 µM; 0.35% of 220,000 active; AID 1509; in the data active = activation above about 11%;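 also: 0% = DMSO vehicle and 100% = reference agonist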
# * marks the source's active call; other numbers are inactive results; . = not tested or not shown; [ ] = remark or other dose.
1. CC1CCOC2(O1)C(=O)N(CN1CCN(c3cccc(Cl)c3)CC1)c1ccccc12 (stereo not drawn)
2. Cc1ccc(C(=O)C2CCOC(C)(C)C2)cc1 (stereo not drawn)
3. O=C1CC(c2ccccc2)CC2=C1CN(C1CCCCC1)CN2 (stereo not drawn)
4. CCCCOCCCNC(=O)N[C@@H](CCSC)C(=O)OC
5. Cc1ccccc1S(=O)(=O)Cc1ccc(C(=O)NCCCOC(C)C)o1
6. Cc1cccc(N(C)C(=O)CCS(=O)(=O)c2cccc3nonc23)c1
screen / no.,1,2,3,4,5,6
Ba/F3 V617F tox,3,2,-1,1,-3,-1
BaF3 parental,8,1,1,1,1,3
MDM2 E3 inh,1,-24,2,-10,-28,-6
S1P4 antagonist,-20,-5,3,-3,-6,5
NPY2 pot ag,-13,7,-9,8,2,6
eIF4E 4G PPI,8[fluorescence artefact?],1,10,5[fluorescence artefact?],3,1
PERK inh,-0.2,0.0,0.1,1.1,-0.3,0.2
Wee1 stabilizer,6,1,-1,-1,-4,-1
S1P4 agonist,1.2,0.3,1.5,-1.6,-1.0,-0.5

# Another view of 3 compounds above.
nr	Compound	Ba/F3 V617F tox	BaF3 parental	MDM2 E3 inh	S1P4 antagonist	NPY2 pot ag	eIF4E 4G PPI	PERK inh	Wee1 stabilizer	S1P4 agonist
4	CCCCOCCCNC(=O)N[C@@H](CCSC)C(=O)OC	1	1	-10	-3	8	5[fluorescence artefact?]	1.1	-1	-1.6
5	Cc1ccccc1S(=O)(=O)Cc1ccc(C(=O)NCCCOC(C)C)o1	-3	1	-28	-6	2	3	-0.3	-4	-1.0
6	Cc1cccc(N(C)C(=O)CCS(=O)(=O)c2cccc3nonc23)c1	-1	3	-6	5	6	1	0.2	-1	-0.5

# Going on with the list:
7. Fc1ccc(Nc2ccnc(Nc3ccc(F)cc3)n2)cc1
8. Cc1cc(C(=O)Nn2c(-c3ccncc3)nc3ccccc3c2=O)ccc1[N+](=O)[O-]
9. CSc1cc(/C=N/O)c(SC)s1
10. Cc1cc(C(=O)NCc2cccnc2)cs1
11. C=CCSc1ncc(CO)n1Cc1ccccc1
12. CC1(C)Cc2ccccc2/C(=C/C(=O)N2CCCCCC2)N1
screen / no.,7,8,9,10,11,12
Ba/F3 V617F tox,0,-1,-2,-3,2,-2
BaF3 parental,-1,7,0,-1,6,3
MDM2 E3 inh,-6,-3,-5,-16,-3,.
S1P4 antagonist,21,-5,-17,-13,9,4
NPY2 pot ag,32*,-2,9,-2,0,-9
eIF4E 4G PPI,5,-3,5[fluorescence artefact?],-2,-1,12
PERK inh,-0.6,0.1,-0.5,0.6,2.1,0.4
Wee1 stabilizer,3,-2,0,-1,-1,1
S1P4 agonist,-2.2,0.7,2.7,0.2,0.7,1.1

# Brought forward from above: 4 compounds; new compounds follow.
9. CSc1cc(/C=N/O)c(SC)s1
10. Cc1cc(C(=O)NCc2cccnc2)cs1
11. C=CCSc1ncc(CO)n1Cc1ccccc1
12. CC1(C)Cc2ccccc2/C(=C/C(=O)N2CCCCCC2)N1
13. O=c1ccc(-c2nc3ccccc3n2Cc2ccccc2Cl)c[nH]1
14. NC(=O)NCc1ccccc1
15. COc1ccc(C(=O)OC(C(=O)c2ccc(C)cc2)c2ccccc2)cc1 (stereo not drawn)
16. O=C(Nc1ccc(C(F)(F)F)cc1)c1cnc(N2CCN(c3ccccn3)CC2)c2ccccc12
17. CCOCCCNC(=S)N1CCC(NC(=O)C2CCCCC2)CC1
18. CN(C)/C=C(\C#N)C(=O)N/N=C(\CC(=O)C(F)(F)F)c1ccco1
screen / no.,9,10,11,12,13,14,15,16,17,18
Ba/F3 V617F tox,-2,-3,2,-2,-1,-1,5,-3,0,-1
BaF3 parental,0,-1,6,3,3,-2,4,4,8,3
MDM2 E3 inh,-5,-16,-3,.,-21,.,-13,-1,-3,-8
S1P4 antagonist,-17,-13,9,4,-9,-11,-8,-4,1,-19
NPY2 pot ag,9,-2,0,-9,-17,1,-4,0,7,3
eIF4E 4G PPI,5[fluorescence artefact?],-2,-1,12,0,0,5,-1,-2,2
PERK inh,-0.5,0.6,2.1,0.4,-0.1,1.6,-0.5,0.4,0.4,2.0
Wee1 stabilizer,0,-1,-1,1,3,-2,-1,-2,1,-1
S1P4 agonist,2.7,0.2,0.7,1.1,1.6,-1.2,1.4,0.6,0.6,0.6

19. CCOC(=O)c1c(N)sc2c(O)c(Br)ccc12
20. Cc1ccc(-n2c(C)cc(/C=N/Nc3ccc([N+](=O)[O-])cn3)c2C)cc1
21. Cc1ccc(S(=O)(=O)NNC(=O)CCCCC(=O)NNS(=O)(=O)c2ccc(C)cc2)cc1
22. C[C@@H]1CC[C@@]2(O[C@H](CCO)C[C@@H](O)[C@@H]2O)O1
23. O=C(Cc1cn2ccsc2n1)OCc1ccccc1
24. O=C(COc1ccccc1)NC1CCS(=O)(=O)C1 (stereo not drawn)
screen / no.,19,20,21,22,23,24
Ba/F3 V617F tox,-3,-1,1,-3,-2,0
BaF3 parental,3,10,8,3,-1,9
MDM2 E3 inh,-5,-19,-17,.,0,2
S1P4 antagonist,13,-25,-5,9,-11,19
NPY2 pot ag,-11,-9,-1,12,-3,4
eIF4E 4G PPI,39*[fluorescence artefact?],35*[fluorescence artefact?],1,0[fluorescence artefact?],5,-1
PERK inh,2.8,-0.9,0.8,1.6,0.3,1.1
Wee1 stabilizer,0,1,1,3,1,-5
S1P4 agonist,-1.9,0.5,0.3,0.3,0.2,1.0

# Profiles as entered above. Screens in order: Ba/F3 V617F tox, BaF3 parental, MDM2 E3 inh, S1P4 antagonist, NPY2 pot ag, eIF4E 4G PPI, PERK inh, Wee1 stabilizer, S1P4 agonist
# C=CCSc1ncc(CO)n1Cc1ccccc1 as listed: 2, 6, -3, 9, 0, -1, 2.1, -1, 0.7
# O=C(COc1ccccc1)NC1CCS(=O)(=O)C1 (stereo not drawn) as listed: 0, 9, 2, 19, 4, -1, 1.1, -5, 1.0
# CCCCOCCCNC(=O)N[C@@H](CCSC)C(=O)OC as listed: 1, 1, -10, -3, 8, 5[fluorescence artefact?], 1.1, -1, -1.6
# Cc1ccc(C(=O)C2CCOC(C)(C)C2)cc1 (stereo not drawn) as listed: 2, 1, -24, -5, 7, 1, 0.0, 1, 0.3

# Later entries.
25. CCOC(=O)C1=NOC(C(=O)NN(C)c2ncc(C(F)(F)F)cc2Cl)C1 (stereo not drawn)
26. COc1ccc(-c2cc(C(=O)O)c3c(C)nn(-c4ccccn4)c3n2)cc1
27. COc1cc(/C=C2/C(=O)NN(c3cccc(C)c3)C2=O)ccc1OC(=O)c1ccco1
28. O=C(N1CCOCC1)N1CCN(C(c2ccccc2)c2ccccc2)CC1
29. Cn1c(N)c(C(=O)COC(=O)CN2C(=O)c3ccccc3C2=O)c(=O)n(C)c1=O
30. COc1ccccc1-c1nnc(NC(=O)c2cccc(N3C(=O)CCC3=O)c2)o1
screen / no.,25,26,27,28,29,30
Ba/F3 V617F tox,2,0,-2,1,3,0
BaF3 parental,4,9,6,-1,10,3
MDM2 E3 inh,4,-18,-16,-20,-15,1
S1P4 antagonist,5,4,8,-7,-11,-34
NPY2 pot ag,7,-6,3,0,14,7
eIF4E 4G PPI,-2,2,5,1,-1[fluorescence artefact?],0
PERK inh,0.6,1.0,1.1,-0.5,0.9,-0.2
Wee1 stabilizer,0,-1,1,0,-1,-4
S1P4 agonist,-0.7,-1.8,-0.2,-0.9,-0.2,0.3

31. O=C(NCc1cccnc1)C(C(=O)c1ccc(F)cc1)n1ccccc1=O (stereo not drawn)
32. Cc1ccc(/C=N/NC(=O)CN2CCN(S(=O)(=O)c3ccc(Br)cc3)CC2)s1
33. O=C(CSc1nncn1-c1ccccc1)c1c[nH]c2ccccc12
34. COCCCN1C(=O)C(=O)/C(=C(/O)c2ccccc2)C1c1ccc(N(C)C)cc1 (stereo not drawn)
35. COC(=O)CC1=NN(c2nc3ccccc3s2)C(=O)/C1=C/N(C)C
36. Cn1c(=O)n(Cc2ccccc2Cl)c2ccccc21
screen / no.,31,32,33,34,35,36
Ba/F3 V617F tox,1,1,8,-2,5,-2
BaF3 parental,1,8,1,-4,4,-1
MDM2 E3 inh,1,-13,-18,-8,-89,16
S1P4 antagonist,7,-18,8,-5,-4,-6
NPY2 pot ag,-1,-7,-1,7,3,2
eIF4E 4G PPI,-3,6,4,-3,3,-5
PERK inh,1.3,0.1,1.8,0.5,-0.5,0.7
Wee1 stabilizer,2,0,2,-3,-1,4
S1P4 agonist,-1.3,0.6,0.8,2.6,-1.9,2.4

37. CN1c2ccccc2C(C)(C)C12CCCC(=O)N2 (stereo not drawn)
38. COC(=O)CSc1cc([N+](=O)[O-])ccc1NC(=O)OC
39. CC(OC(=O)c1snc(C(=O)NC2CCCCC2)c1N)C(=O)NC(C)(C)C (stereo not drawn)
40. COc1ccc2[nH]c(C(=O)NCCc3ccccc3)cc2c1
41. CCOc1ccc(-c2nc(N)nc(C)c2-c2ccc(OC)c(OC)c2)c(O)c1
42. CCC(=O)Nc1c(S(=O)(=O)c2ccccc2)c2nc3ccccc3nc2n1C(C)c1ccccc1 (stereo not drawn)
screen / no.,37,38,39,40,41,42
Ba/F3 V617F tox,-5,-5,-6,1,2,0
BaF3 parental,2,1,0,-5,3,6
MDM2 E3 inh,-19,-11,-1,-16,-14,3
S1P4 antagonist,8,-14,2,0,-7,-7
NPY2 pot ag,4,11,9,1,13,10
eIF4E 4G PPI,0,2,-1,1,0,6
PERK inh,2.1,1.1,0.0,1.1,-1.4,0.0
Wee1 stabilizer,2,-1,1,0,5,-2
S1P4 agonist,-0.9,0.4,-0.6,0.3,-0.1,2.8

43. C/C(=N\NC(=O)C(=O)Nc1c(C)n(C)n(-c2ccccc2)c1=O)c1ccc(Cl)s1
44. Clc1nc2nc3n(c2nc1Cl)CCC3
45. COC(=O)C1=CN(Cc2cccs2)C=C(C(=O)OC)C1c1ccc(OC)cc1OC
46. Clc1ccccc1Cc1noc(CN2CCCCC2CCc2ccccn2)n1 (stereo not drawn)
47. O=C1CN(C(=O)COC(=O)c2ccc[n+]([O-])c2)c2ccccc2N1
48. CC(C)COc1ccc(CNC(=S)N/N=C/c2ccc([N+](=O)[O-])cc2)cc1
screen / no.,43,44,45,46,47,48
Ba/F3 V617F tox,-5,-2,-4,1,-3,1
BaF3 parental,-3,2,-1,7,0,9
MDM2 E3 inh,-17,-10,0,-5,-8,-2
S1P4 antagonist,2,6,-13,4,-8,-2
NPY2 pot ag,-14,0,0,5,6,-13
eIF4E 4G PPI,3,7,-2,2,2,0
PERK inh,-2.3,2.1,-0.7,-0.2,0.5,-0.6
Wee1 stabilizer,-1,3,3,2,-3,10*
S1P4 agonist,-0.7,-0.3,5.4,0.2,0.4,-1.2

49. CCc1ccc2oc(=O)cc(CN3CCC(C)CC3)c2c1
50. CC(=O)Nc1cccc(NC(=S)Nc2ccc(F)c(Cl)c2)c1
51. CCOc1ccc(N(C)S(=O)(=O)c2ccc(C)c(C(=O)OCC(=O)c3c[nH]c4ccccc34)c2)cc1
52. CSCCCNC(=S)Nc1ccc(N2CCOCC2)cc1
screen / no.,49,50,51,52
Ba/F3 V617F tox,3,-4,-2,1
BaF3 parental,9,-3,1,4
MDM2 E3 inh,-13,-5,-1,8
S1P4 antagonist,4,-9,-8,-6
NPY2 pot ag,2,-21,4,13
eIF4E 4G PPI,1,92*,1,4
PERK inh,-0.6,0.8,-0.2,1.0
Wee1 stabilizer,0,-2,7,2
S1P4 agonist,0.6,0.5,1.3,0.6
